# Assay outcomes (PubChem BioAssay)
# GRK2 aptamer HTS = compounds blocking aptamer binding on GRK2 – biochemical, human GRK2, bead flow cytometry, HTS, primary screen. Beta-adrenergic receptor kinase 1 (Homo sapiens), P25098. FAM-aptamer displacement from GRK2. inhibition of aptamer binding, % at 10 µM. 330,000 tested, 0.59% active. AID 488847, 2010;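 active means inhibition of aptamer binding above 40%, roughly 3 SD of noise, on plates passing a quality check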;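 further: median bead fluorescence of bound FAM aptamer so fluorescent compounds give negative values; no value below 0 was filed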
# MEP2 TOR yeast = modulators of MEP2-GFP levels in yeast, primary screen, S. cerevisiae, multiplex flow cytometry, MLPCN library | S. cerevisiae MEP2-GFP strain, 3 h; 100% = DMSO control level | AID 2016, 2009 | 330,000 tested, 0.51% active | GFP response vs DMSO, % at 10 µM;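 active means GFP response versus DMSO above a set limit, roughly screen mean plus 3 SD, cut at about 180% in these data; inconclusive means fewer than 70 cells counted for a yeast strain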;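 further: median GFP fluorescence of the barcode-gated MEP2-GFP cells per well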
# RPL19A-GFP yeast = RPL19A-GFP expression modulators in yeast, primary screen, cell-based, S. cerevisiae, multiplex flow cytometry, MLPCN. S. cerevisiae RPL19A-GFP strain, 3 h; active compounds read low. percent response vs DMSO, % at 10 µM. 330,000 tested, 0.3% active. AID 2025, 2009;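 active means percent response vs DMSO below 50%; inconclusive means fewer than 70 events counted for the yeast strain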;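 further: median channel GFP fluorescence of the barcoded RPL19A-GFP strain; ratio of sample median GFP to plate DMSO average so 100% = DMSO; lower means less RPL19A-GFP as with rapamycin TOR inhibition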
# CR mimetic SO = reduction of superoxide in aged yeast, primary screen, HTS. S. cerevisiae aged cells, superoxide DHE fluorescence; active compounds read low. 330,000 tested, 0.18% active. AID 2690, 2010. superoxide response (% of plate mean), % at 10 µM;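 active means superoxide response under a set limit, about three screen SD below normal, cut at about 65% in these data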;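 further: yeast aged for seven days with compound at 30 °C before DHE staining; 100% = average MFI of all compound-treated wells on the plate with controls excluded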
# LAP4 TOR yeast = modulators of LAP4-GFP expression in yeast, primary screen, S. cerevisiae, multiplex flow cytometry, MLPCN library; 320,000 tested, 0.34% active; 3 h; median GFP as percent of DMSO wells; GFP response vs DMSO, % at 10 µM;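 active means GFP response vs DMSO above a set limit, about the screen mean plus 3 SD, cut at about 150% in these data; inconclusive means under 70 cell events counted for the yeast strain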
# AGP1 TOR yeast = modulators of AGP1-GFP expression in yeast TOR pathway, primary screen, cell-based, multiplex flow cytometry, S. cerevisiae, MLPCN library. 3 h; GFP as percent of DMSO wells. GFP response vs DMSO, % at 10 µM. 320,000 tested, 0.02% active. AID 2066, 2009;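 active means GFP response relative to DMSO above a set limit, near screen average plus 3 SD, cut at about 150% in these data; inconclusive means fewer than 70 cells counted for the yeast strain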;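 further: median GFP channel fluorescence of the gated AGP1 strain per well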
# VLA-4 inh = inhibition in human VLA-4 binding assay, primary screen, VLA-4 allosteric modulator project, MLPCN library, flow cytometry, VLA-4 expressing cells; AID 2557, 2010; ligand binding flow cytometry; 330,000 tested, 0.2% active; inhibition, % (about 7 µM as worked out from the volumes in the protocol); Integrin alpha-4 (Homo sapiens), P13612; in the data active means inhibition above about 50%
# Target sequence (P13612 whole entry, looked up): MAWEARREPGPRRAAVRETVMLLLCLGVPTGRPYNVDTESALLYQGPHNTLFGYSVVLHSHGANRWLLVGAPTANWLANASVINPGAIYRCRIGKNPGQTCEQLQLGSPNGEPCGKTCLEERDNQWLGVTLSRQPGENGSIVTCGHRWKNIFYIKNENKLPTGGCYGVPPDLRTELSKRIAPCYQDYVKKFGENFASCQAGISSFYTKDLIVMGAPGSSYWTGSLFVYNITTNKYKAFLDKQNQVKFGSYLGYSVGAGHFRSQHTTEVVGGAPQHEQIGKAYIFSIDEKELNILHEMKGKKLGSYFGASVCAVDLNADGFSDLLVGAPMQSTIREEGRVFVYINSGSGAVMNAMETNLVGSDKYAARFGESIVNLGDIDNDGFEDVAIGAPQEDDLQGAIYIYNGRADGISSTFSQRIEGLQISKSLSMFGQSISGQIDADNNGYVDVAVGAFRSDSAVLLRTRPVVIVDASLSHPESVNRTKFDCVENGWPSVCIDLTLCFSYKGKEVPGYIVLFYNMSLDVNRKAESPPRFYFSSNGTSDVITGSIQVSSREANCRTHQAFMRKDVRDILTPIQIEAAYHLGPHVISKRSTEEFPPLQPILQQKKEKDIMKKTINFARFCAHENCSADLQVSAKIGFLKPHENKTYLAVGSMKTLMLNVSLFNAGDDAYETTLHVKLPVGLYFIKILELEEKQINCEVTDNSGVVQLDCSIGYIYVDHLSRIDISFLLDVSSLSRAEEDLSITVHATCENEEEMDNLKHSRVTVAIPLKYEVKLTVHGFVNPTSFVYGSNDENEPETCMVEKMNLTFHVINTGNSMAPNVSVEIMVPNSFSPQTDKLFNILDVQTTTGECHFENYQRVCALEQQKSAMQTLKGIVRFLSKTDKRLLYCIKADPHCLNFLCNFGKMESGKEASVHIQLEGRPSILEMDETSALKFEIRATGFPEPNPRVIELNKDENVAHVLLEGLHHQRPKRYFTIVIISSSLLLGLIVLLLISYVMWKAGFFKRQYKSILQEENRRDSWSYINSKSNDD
# CIT2-GFP yeast = modulators of CIT2-GFP expression in yeast, primary screen, S. cerevisiae, GFP fusion, multiplex flow cytometry, MLPCN library | S. cerevisiae CIT2-GFP strain, 3 h; 100 means same as DMSO wells | GFP response vs DMSO, % at 10 µM | 320,000 tested, 0.065% active | AID 2029, 2009;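 active means GFP response relative to DMSO above a set limit, near the screen mean plus 3 SD, cut at about 150% in these data; inconclusive means Fewer than 70 cells measured for a yeast strain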;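 further: ratio of well median GFP fluorescence to mean of DMSO wells on the plate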
# An asterisk follows results filed as active; ? = inconclusive; . = no result given; [ ] = another dose, or the depositor's remark.
SMILES,GRK2 aptamer HTS,MEP2 TOR yeast,RPL19A-GFP yeast,CR mimetic SO,LAP4 TOR yeast,AGP1 TOR yeast,VLA-4 inh,CIT2-GFP yeast
Cc1cc(=O)[nH]c2ccc(S(=O)(=O)NC3CCCCC3)cc12,8,93,105,93,87,88,0,82
CCC1CCCCN1CCCNC(=O)CN1C(=O)COc2ccccc21 (stereo unspecified),0,114,98,93,97,97,4,106
O=[N+]([O-])c1cccc(/C=N/Nc2nccnc2Cl)c1,0,109,106,81,114,104,-2,107
CC(C)CSc1ncc(-c2cccc(C(F)(F)F)c2)cn1,0,94,96,113,88,92,-10,91
O=C(CCC(=O)N(CC(=O)NC1CCCCC1)c1ccc(F)cc1)Nc1ccccn1,1,103,101,97,99,103,5,103
CC1(C)C(=O)OC(c2cccs2)C2(CCCCC2)C1=O (stereo unspecified),6,103,99,98,104,104,14,99
CN(CCC#N)C(=O)CC(Cc1ccccc1)C1CCOC(C)(C)C1 (stereo unspecified),2,100,106,100,102,109,4,98
O=C(Nc1ccccc1C(=O)N1CCCC1)C1COc2ccccc2O1 (stereo unspecified),2,106,102,86,96,96,-1,100
Cn1cc(CCC(=O)N2CCCC(N3CCN(c4ccccc4F)CC3)C2)cn1 (stereo unspecified),3,100,103,95,105,110,1,103
CCOC(=O)CSc1nc2c(cnn2-c2ccc(C)cc2)c(=O)[nH]1,0,95,96,97,94,95,2,88
COCc1cc(C)nc(SCC(=O)Nc2ccccc2N2CCOCC2)c1C#N,4,104[may fluoresce green],103[may fluoresce green],111,102[may fluoresce green],108[may fluoresce green],-4,104[may fluoresce green]
COc1ccc2ccc(OCC(=O)N3c4ccccc4NC(=O)CC3C)cc2c1 (stereo unspecified),2,98,97,104,97,96,8,92
CC(=O)NCCNC(=O)C1CCC(CNc2nc(=S)[nH]c3ccccc23)CC1 (stereo unspecified),2,105,102,86,103,104,-7,104
CCOc1ccc(C(C)NC(=O)c2cccnc2OCC)cc1OCC (stereo unspecified),0,99,101,107,97,95,6,94
O=C(N/C(=C\c1cccc([N+](=O)[O-])c1)C(=O)N1CCOCC1)c1ccc([N+](=O)[O-])cc1,0,100,97,100,85,90,-10,109
COc1ccccc1-c1ccc(SCc2ccccc2F)nn1,1,92,91,96,115,91,1,87
CC(=O)N1CC(C)Sc2ccc(S(=O)(=O)NCc3ccccc3Cl)cc21 (stereo unspecified),0,98,96,114,97,94,17,96
O=C(Nc1ccc(OCc2ccccc2)cc1)c1cccs1,2,105,101,83,97,99,7,104
O=C(CNc1ccccc1)N/N=C/c1cn(-c2ccccc2)nc1-c1ccccc1,0,79,99,95,96,99,6,107
CN(C)c1ccc(CNCC2CCCO2)cc1 (stereo unspecified),2,107,108,100,94,103,10,106
CCCS(=O)(=O)n1nc(-c2ccc(OC)cc2OC)cc1N,0,97,95,95,100,101,26,98
CC(=O)Nc1ccc(Nc2cc(N3CCOCC3)c3nonc3c2[N+](=O)[O-])cc1,1,100,103,90,99,103,1,106
O=C(NN1C(=O)C2C3C=CC(C3)C2C1=O)c1ccco1 (stereo unspecified),2,96,97,107,86,96,31,99
Cc1ccc(C)c(S(=O)(=O)N2CCCOC2CNC(=O)C(=O)NCc2cccnc2)c1 (stereo unspecified),3,99,102,79,93,101,7,101
CC1CCCCC1NC(=O)CCNS(=O)(=O)c1ccc(Cl)cc1 (stereo unspecified),0,106,97,90,97,101,5,100
OCCN(CC#CC(O)(c1ccccc1)c1ccccc1)CCO,.,101,98,92,107,106,-3,102
CC1(C)Cc2c(sc(NC(=O)Cc3ccccc3)c2C#N)CO1,0,110,103,101,114,113,-3,99
O=C(COc1ccc2ccccc2c1)NC1CC1,2,93,99,91,106,97,-10,96
COc1ccc(CCNC(=O)C2CCN(S(=O)(=O)c3c(C)noc3C)CC2)cc1OC,0,97,95,104,103,100,5,92
CCOc1ccc(C2N(c3ccc(OC)cc3)C(=O)C3CCCN32)cc1OC (stereo unspecified),0,113,103,106,98,115,-13,114

# Three entries from above in another layout.
Compound | GRK2 aptamer HTS | MEP2 TOR yeast | RPL19A-GFP yeast | CR mimetic SO | LAP4 TOR yeast | AGP1 TOR yeast | VLA-4 inh | CIT2-GFP yeast
O=C(NN1C(=O)C2C3C=CC(C3)C2C1=O)c1ccco1 (stereo unspecified) | 2 | 96 | 97 | 107 | 86 | 96 | 31 | 99
Cc1ccc(C)c(S(=O)(=O)N2CCCOC2CNC(=O)C(=O)NCc2cccnc2)c1 (stereo unspecified) | 3 | 99 | 102 | 79 | 93 | 101 | 7 | 101
CC1CCCCC1NC(=O)CCNS(=O)(=O)c1ccc(Cl)cc1 (stereo unspecified) | 0 | 106 | 97 | 90 | 97 | 101 | 5 | 100

# (listing goes on)
SMILES,GRK2 aptamer HTS,MEP2 TOR yeast,RPL19A-GFP yeast,CR mimetic SO,LAP4 TOR yeast,AGP1 TOR yeast,VLA-4 inh,CIT2-GFP yeast
COc1cccc(C(=O)CSc2nnc(CNc3nc(-c4ccccc4)cs3)n2C)c1,1,99,100,111,96,98,2,100
O=C(O)c1cccc(-c2ccc(/C=c3/sc4nc5ccccc5n4c3=O)o2)c1,50*,95,100,106,111,104,-108,92
COc1ccc(CN(C#N)c2nc(C)cc(C)n2)cc1,0,111,100,107,104,99,-1,102
CCOC(=O)Nc1sc2nc(C)cc(C)c2c1-n1cccc1,2,100,95,118,111,97,1,98
COc1ccc(Cn2c(=O)c3[nH]cnc3n(-c3ccc(C)cc3)c2=O)cc1,0,109[may fluoresce violet],88[may fluoresce violet],109,99[may fluoresce violet],30[may fluoresce violet],-11,?
NC1=NC(=O)S/C1=C\c1ccc(O)cc1,1,97,100,94,93,94,-20,100
CCOC(=O)c1c(NC(=O)Cn2cc([N+](=O)[O-])cn2)sc2c1CCC2,0,111,97,103,97,107,2,100
O=[N+]([O-])c1ccc(N2CCCCC2)cc1NCCOc1ccccc1,3,97,103,102,93,98,14,104
CSC(=NC#N)N1CCN(c2ccccc2)CC1,0,96,95,122,100,92,-1,94
O=[N+]([O-])c1cccc(-c2nnc(C3CC3)o2)c1,0,97,94,109,108,90,22,90
Cc1ccoc1C(=O)NCCNC(=O)c1occc1C,3,90,95,104,89,103,13,92
COc1ccc(OCCCC(=O)Nc2nccs2)cc1,0,91,91,96,100,100,24,95
Cc1cc2ncn(CC(C)C)c2cc1C,0,100,96,108,101,102,12,100
Cc1occc1C(=O)N(C)Cc1nc(-c2ccc(Cl)cc2)no1,1,104,106,100,95,100,4,97
CCCCOc1cccc(-c2cc(C(=O)NNC(=S)NCC)c3ccccc3n2)c1,0,102,97,124,102,103,-3,100
O=C(N/N=C/c1ccc([N+](=O)[O-])o1)C1CCCC1,5,101,105,107,101,97,3,98
CN1CCN(S(=O)(=O)c2cccc(C(=O)N(C)Cc3c(F)cccc3Cl)c2)CC1,0,87,89,95,88,90,-8,92
COc1ccc(/C=C2/C(=O)OCc3cc(OC)c(OC)cc32)cc1,0,90,90,90,98,85,-26,83
CCc1cc(=O)oc2cc(OCC(=O)O)c(Cl)cc12,1,94,97,98,96,97,5,94
Cc1cc(C(=O)Nc2ccc(S(=O)(=O)N3CCOCC3)cc2)ccc1[N+](=O)[O-],1,98,97,99,89,93,12,90
CCN1CCCC1CNCc1ccc(OCc2ccc(Cl)nc2)c(OC)c1 (stereo unspecified),0,94,100,99,109,103,2,101
COc1cccc(C(=O)C2CCCN(Cc3cn(CC(N)=O)c4ccccc34)C2)c1 (stereo unspecified),0,93,99,98,105,113,-8,116
CCN(C(=O)Nc1ccccc1OC)c1c(N)n(Cc2ccccc2)c(=O)[nH]c1=O,0,107,104,102,111,109,-4,111
CC(C)(C)Nc1c(-c2ccc(O)cc2)nc2ccc(Cl)cn12,0,96,99,101,99,98,21,86
Cc1ccccc1-n1nnnc1SCC(=O)NNC(=O)c1ccc(NC(=O)CC#N)cc1,2,100,102,93,103,106,5,96
Cc1c(NS(=O)(=O)c2ccc(NCC3CCCO3)c([N+](=O)[O-])c2)c(=O)n(-c2ccccc2)n1C (stereo unspecified),0,91,95,105,86,96,8,83
COc1ccc(C(C)=O)cc1CSc1nnc(Nc2c(C)cccc2C)s1,0,94,105,96,92,100,-4,104
CCc1cc(C(=O)OCC(=O)N2CCC(c3ccccc3)=N2)sc1C,0,101[may fluoresce green],100[may fluoresce green],92,106[may fluoresce green],98[may fluoresce green],1,88[may fluoresce green]
COc1cc(C(=O)Nc2sc(C(=O)N3CCOCC3)c(C)c2C#N)cc(OC)c1OC,0,105,92,98,113,105,19,109
O=C(C(=O)N1CCCC1CO)N1CCCC1CO (stereo unspecified),5,103,99,107,99,102,21,96
CCn1ncc(C(=O)Nc2ccc([N+](=O)[O-])cc2OC)c1C,0,92,97,92,103,97,3,93
O=C(COc1ccccc1Br)NC1CCCC1,5,95,95,113,102,91,-11,79
CCN(CC(=O)Nc1ccc(NC(C)=O)cc1)C(=O)CSc1ncnc2sc(C)c(C)c12,0,91,88,97,83,89,-7,91
COc1ccc(S(=O)(=O)N2CCC(C(=O)N3CCC(C(N)=O)CC3)CC2)cc1Cl,0,100,98,98,111,107,0,93
CC(C)CN1CCC(=O)N([C@H](CSc2ccc(Br)cc2)c2ccccc2)CC1,1,102,100,99,100,104,-13,97
CCCCOc1ccc(C(=O)N/C(=C/C=C/c2ccccc2)C(=O)NCCCO)cc1,0,100,103,110,85,98,2,95
Cc1c(C(=O)N2CCC(C)CC2)sc2ncn(CC(=O)N3CCC(C)CC3)c(=O)c12,0,89,101,98,105,84,-5,88
COc1ccc(-c2csc(NC(=S)NC(=O)c3ccc4ccccc4c3)n2)cc1OC,1,92,101,91,95,98,-1,96
COc1ccc(-n2nc([N+](=O)[O-])c(=NCc3ccco3)n2O)cc1,0,104,99,103,100,98,-15,97
CCOC(=O)N1CCN(C(=O)C2CC(=O)N(c3ccccc3)C2)CC1 (stereo unspecified),2,84,102,85,82,93,-12,94
Cc1ccccc1N1C(=O)c2cccc3cccc(c23)C1=O,0,100,102,94,75,100,17,106
O=[N+]([O-])c1ccc(-c2cnc(NO)nc2)cc1,0,97,104,112,103,101,0,113
O=C(CSc1nc(-c2ccccc2)nc2ccc(F)cc12)Nc1cccc(C(=O)O)c1,0,102,99,104,103,100,5,101
C=C(CCC(=O)c1ccccc1)C(=O)c1ccccc1,3,98,97,88,112,102,19,90
O=C1OC[C@H]2CCCN2C(=O)[C@@H](CC(=O)N(CCO)Cc2ccccc2)C/C=C\CC[C@@H]1Cc1ccc(F)cc1,0,103,104,101,113,114,-11,102
COc1ccc(-n2cccc2/C=C2/NC(=O)N(c3cccc(Cl)c3)C2=O)cc1,0,115,107,93,98,104,16,111
COc1cccc(S(=O)(=O)NCc2ccc(C(=O)NCc3ccco3)cc2)c1,0,104,101,116,104,105,1,98
O=S(=O)([O-])C/C(=C\c1ccc(Cl)cc1)c1cc[n+](CCO)cc1,0,99,94,95,104,99,9,106
CCOC(=O)c1ccc(NC(=S)N2CCSC2c2ccc(OC)cc2)cc1 (stereo unspecified),3,100,99,102,93,96,-1,98
CC1CC2C3CCC4=CC(=O)C=CC4(C)[C@@]3(Cl)C(O)CC2(C)C1(O)C(=O)CO (stereo partly specified),2,94,102,97,104,96,19,103

# Compounds as they come (roughly 1.7% active in at least one column).
